# Source: PubChem BioAssay (several laboratories)
# FAK blocker: FAK kinase inhibitors, primary screen, biochemical | Focal adhesion kinase 1 (Homo sapiens), Q05397 | biochemical FAK kinase activity assay | inhibition, %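 (tested at 7 µM)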 | actives 0.84% (n = 97,000) | AID 727, 2007; in the data active means inhibition above about 19%;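 further: 0% = DMSO and 100% = reference compound high control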
# PTPN22 act: LYP phosphatase activators, primary screen, biochemical, DiFMUP fluorescence, 2 µM; Tyrosine-protein phosphatase non-receptor type 22 (Homo sapiens), Q9Y2R2; recombinant LYP; 0 = plate median, 100 = signal doubled; activation, % at 2 µM; actives 0.11% (n = 96,000); AID 697, 2007;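 active means activation at 2 µM above a set limit, the mean plus 5 SD, cut at about 37% in these data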
# LYP inh 2: PTPN22 phosphatase inhibitors, primary screen, biochemical, DiFMUP fluorescence, 2 µM. recombinant LYP catalytic domain. inhibition, % at 2 µM. actives 0.21% (n = 96,000);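 active means inhibition at 2 µM at or above a set limit, the screen mean plus 3 SD, cut at about 24% in these data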;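 further: 0% = DMSO with enzyme and 100% = enzyme fully blocked by orthovanadate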
# PostGolgi ctrl: growth inhibition of yeast control strain, primary screen, counter-screen for post-Golgi transport modulator project; efflux-deficient yeast background strain, growth absorbance A615, 16 h; inhibition, % at 10 µM; actives 5% (n = 98,000)
# S1P2 ag: S1P2 receptor agonists, primary screen, cell-based | Sphingosine 1-phosphate receptor 2 (Homo sapiens), O95136 | S1P2-expressing cell line, agonist reporter read-out | activation, % at 4.5 µM | actives 0.46% (n = 97,000) | AID 729, 2007; in the data active means activation above about 16%;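 further: 0% = vehicle low control and 100% = maximal reference agonist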
# EphB4 ephrin blk: EphB4-ephrin-B2 interaction antagonists, primary screen, biochemical, TNYL-RAW peptide probe, fluorescence polarization. Ephrin type-B receptor 4 (Homo sapiens), P54760. EphB4 LBD / TNYL-RAW-Alexa532 peptide. inhibition, % at 7 µM. actives 0.15% (n = 97,000). AID 720, 2007;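 active means inhibition above the screen-wide mean inhibition plus 3 SD, cut at about 15% in these data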;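 further: 0% = DMSO wells and 100% = excess unlabeled TNYL-RAW peptide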
# Target sequence (P54760 whole entry, looked up, the tested form may be a part): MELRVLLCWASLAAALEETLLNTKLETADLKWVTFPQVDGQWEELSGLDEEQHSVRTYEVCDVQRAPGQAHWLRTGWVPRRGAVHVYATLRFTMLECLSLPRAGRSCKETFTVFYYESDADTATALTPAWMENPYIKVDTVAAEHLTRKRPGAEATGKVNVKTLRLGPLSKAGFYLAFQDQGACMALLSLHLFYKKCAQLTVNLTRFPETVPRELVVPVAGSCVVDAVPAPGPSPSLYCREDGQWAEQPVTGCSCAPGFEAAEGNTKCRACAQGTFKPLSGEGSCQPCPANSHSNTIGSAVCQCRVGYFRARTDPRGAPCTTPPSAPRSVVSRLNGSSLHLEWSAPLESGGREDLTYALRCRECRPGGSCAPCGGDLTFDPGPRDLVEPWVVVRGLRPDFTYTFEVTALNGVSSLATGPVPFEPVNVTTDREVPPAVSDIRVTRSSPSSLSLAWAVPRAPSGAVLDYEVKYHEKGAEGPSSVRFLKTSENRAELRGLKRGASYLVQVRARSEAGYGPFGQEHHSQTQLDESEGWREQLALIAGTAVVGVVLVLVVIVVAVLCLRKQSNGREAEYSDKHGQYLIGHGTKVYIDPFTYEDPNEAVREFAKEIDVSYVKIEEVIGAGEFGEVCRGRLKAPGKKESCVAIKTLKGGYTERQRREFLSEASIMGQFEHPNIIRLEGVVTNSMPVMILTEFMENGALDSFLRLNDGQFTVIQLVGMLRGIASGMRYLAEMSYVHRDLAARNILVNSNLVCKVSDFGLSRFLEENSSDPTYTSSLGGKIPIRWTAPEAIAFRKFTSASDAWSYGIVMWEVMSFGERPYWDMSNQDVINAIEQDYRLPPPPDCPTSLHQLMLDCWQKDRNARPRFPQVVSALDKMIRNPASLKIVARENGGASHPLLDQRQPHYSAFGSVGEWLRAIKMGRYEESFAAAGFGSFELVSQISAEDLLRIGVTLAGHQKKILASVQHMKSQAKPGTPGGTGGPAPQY
# PostGolgi yeast: phenotypic screen on post-Golgi transport, primary screen; actives 0.9% (n = 98,000); post-Golgi transport phenotypic cell assay; inhibition, % at 10 µM;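 further: yeast cells grown in 1536-well plates; yeast grown about 18 h at 30C before absorbance read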
# HIV Rev-RRE inh: HIV-1 Rev-RRE binding inhibitors, primary screen, biochemical, FRET, protein-RNA interaction; Rev peptide-RRE RNA binding; inhibition, % at 8 µM; actives 0.79% (n = 97,000); AID 704, 2007;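 active means inhibition above the screen-wide mean plus 3 SD, cut at about 35% in these data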;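 further: 0% = median DMSO wells and 100% = median Neomycin B control wells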
# Target sequence (P05866 whole entry, looked up): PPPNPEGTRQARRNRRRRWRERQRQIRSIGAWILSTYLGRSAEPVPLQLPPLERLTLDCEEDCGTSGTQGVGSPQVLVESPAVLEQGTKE
#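 Test system – labelled RRE RNA duplex and labelled Rev peptide · Signal – fluorescein-to-Cy5 FRET, 480 nm excitation · Evaluation – % inhibition of FRET ratio versus controls · Benchmarks – DMSO low control, neomycin B high control · Incubation – 5 min RNA-compound premix plus 15 min binding step, 25 °C · Medium – HEPES pH 7.5 salt buffer with EDTA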
# S1P2 antag: human S1P2 receptor antagonists, primary screen, cell-based | inhibition, % at 5 µM | AID 736, 2007 | actives 0.21% (n = 97,000) | cell-based S1P2 antagonist assay, inhibition at 5 uM | Sphingosine 1-phosphate receptor 2 (Homo sapiens), O95136; in the data active means inhibition above about 45%;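 further: CRE beta-lactamase reporter cells expressing human S1P2 stimulated with S1P; 0% = agonist at EC80 alone and 100% = agonist plus reference antagonist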
# The depositor's hits bear a star; . = not tested or not shown. Unless noted, no stated cut-off is given here; in the data, active means inhibition above about 30%; inactive means the rest.
smiles	FAK blocker	PTPN22 act	LYP inh 2	PostGolgi ctrl	S1P2 ag	EphB4 ephrin blk	PostGolgi yeast	HIV Rev-RRE inh	S1P2 antag
COCCN(CCOC)S(=O)(=O)c1ccc(C(=O)Nc2nc(-c3ccncc3)cs2)cc1	-3	3	-7	6	-9	-1	-3	0	10
CC(C)COc1cc(=O)[nH]c(SCC(C)C)n1	1	3	-3	28	0	5	-1	5	-9
Cc1ccc(-c2cc(-c3ccccc3[N+](=O)[O-])[nH]n2)c(O)c1	1	6	-4	41*	-4	-4	-2	12	9
Cc1ccc(OCc2nnc(SCC(=O)c3cccc([N+](=O)[O-])c3)n2C)cc1	0	-8	12	-4	-6	-2	2	10	3
COC(=O)Cn1c(=NC(=O)C(C)(C)C)sc2c(C)cc(C)cc21	-2	2	-4	15	-4	4	2	11	-17
Cc1ccc(-c2ccc(=O)n(CC(=O)N3CCN(c4cccc(C)c4)C(C)C3)n2)cc1 (stereo not drawn)	-1	2	-3	12	-6	1	-1	5	-18
O=C(NC1CCN(C(=O)N2c3ccccc3Sc3ccccc32)CC1)c1ccccc1F	3	-17	19	23	-5	-3	-2	-3	-3
COc1cccc(OC)c1/C(O)=C(\C#N)c1nc2ccccc2[nH]1	16	-4	2	-2	-5	5	10	5	13
CCOc1ccc(N=C(NC#N)SCC(=O)NC2CC2)cc1	-3	5	-7	1	-5	-8	14	-1	13
CCS(=O)(=O)n1nc(-c2ccccc2)nc1NCc1ccco1	3	4	-9	11	-4	1	17	1	10

smiles	FAK blocker	PTPN22 act	LYP inh 2	PostGolgi ctrl	S1P2 ag	EphB4 ephrin blk	PostGolgi yeast	HIV Rev-RRE inh	S1P2 antag
CCOC(=O)c1ccccc1NC(=O)CN1C(=O)CCS(=O)(=O)c2ccccc21	-5	-5	9	-8	-7	9	-4	-1	12
CCCC(=O)Nc1nc(-c2ccc3c(c2)OCCO3)cs1	2	-4	1	2	-7	2	16	6	13
COc1ccc(C(=O)NC(C)c2nc3ccccc3[nH]2)cc1OC (stereo not drawn)	-5	10	-8	.	-5	-8	.	-1	0
CCC(=O)c1ccccc1OCCCn1cncn1	0	-6	7	21	-5	3	-2	5	15
Cc1cccc(CSC2=CS(=O)(=O)c3ccccc3N2)c1	-3	9	-12	14	-5	6	-9	-1	-167
Cc1ccc(S(=O)(=O)/C(C#N)=C/c2c(N3CC(C)OC(C)C3)nc3c(C)cccn3c2=O)cc1 (stereo not drawn)	0	3	0	10	4	-8	-3	15	-14
N#CC1C(=O)NC(N2CCN(c3ccccc3)CC2)=NC12CCCCC2 (stereo not drawn)	3	2	-2	1	-7	1	5	1	-10
CC(=O)Nc1cccc(NC(=O)c2cc3ccccc3o2)c1	1	-1	0	-2	-10	-1	2	2	-10
c1ccc(-n2cccc2CNC2CCCCC2)cc1	0	9	-8	15	-3	-8	7	-13	12
COc1ccc(NC(=O)N2CCC(C(=O)c3ccc(F)cc3)CC2)cc1	5	-14	15	18	-6	4	2	2	29

# A stretch taken from the entries so far, for reference:
smiles	FAK blocker	PTPN22 act	LYP inh 2	PostGolgi ctrl	S1P2 ag	EphB4 ephrin blk	PostGolgi yeast	HIV Rev-RRE inh	S1P2 antag
O=C(NC1CCN(C(=O)N2c3ccccc3Sc3ccccc32)CC1)c1ccccc1F	3	-17	19	23	-5	-3	-2	-3	-3
COc1cccc(OC)c1/C(O)=C(\C#N)c1nc2ccccc2[nH]1	16	-4	2	-2	-5	5	10	5	13
CCOc1ccc(N=C(NC#N)SCC(=O)NC2CC2)cc1	-3	5	-7	1	-5	-8	14	-1	13
CCS(=O)(=O)n1nc(-c2ccccc2)nc1NCc1ccco1	3	4	-9	11	-4	1	17	1	10
CCOC(=O)c1ccccc1NC(=O)CN1C(=O)CCS(=O)(=O)c2ccccc21	-5	-5	9	-8	-7	9	-4	-1	12
CCCC(=O)Nc1nc(-c2ccc3c(c2)OCCO3)cs1	2	-4	1	2	-7	2	16	6	13
COc1ccc(C(=O)NC(C)c2nc3ccccc3[nH]2)cc1OC (stereo not drawn)	-5	10	-8	.	-5	-8	.	-1	0
CCC(=O)c1ccccc1OCCCn1cncn1	0	-6	7	21	-5	3	-2	5	15
Cc1cccc(CSC2=CS(=O)(=O)c3ccccc3N2)c1	-3	9	-12	14	-5	6	-9	-1	-167
Cc1ccc(S(=O)(=O)/C(C#N)=C/c2c(N3CC(C)OC(C)C3)nc3c(C)cccn3c2=O)cc1 (stereo not drawn)	0	3	0	10	4	-8	-3	15	-14
N#CC1C(=O)NC(N2CCN(c3ccccc3)CC2)=NC12CCCCC2 (stereo not drawn)	3	2	-2	1	-7	1	5	1	-10
CC(=O)Nc1cccc(NC(=O)c2cc3ccccc3o2)c1	1	-1	0	-2	-10	-1	2	2	-10
c1ccc(-n2cccc2CNC2CCCCC2)cc1	0	9	-8	15	-3	-8	7	-13	12
COc1ccc(NC(=O)N2CCC(C(=O)c3ccc(F)cc3)CC2)cc1	5	-14	15	18	-6	4	2	2	29

# Additional results.
smiles	FAK blocker	PTPN22 act	LYP inh 2	PostGolgi ctrl	S1P2 ag	EphB4 ephrin blk	PostGolgi yeast	HIV Rev-RRE inh	S1P2 antag
Cc1ccc(OCC(=O)Nc2sc3c(c2C#N)CCC3)cc1C	-2	-3	6	2	-5	-5	-3	4	6
CC(C)Nc1nc(-c2ccccc2)nc(-n2ccnc2)n1	0	-4	5	25	-7	6	13	9	-15
CC(=O)N(Cc1cc(=O)[nH]c2ccccc12)c1cccc(C)c1	-1	-12	12	1	-7	-9	24	-2	13
Cc1ccc(-c2nc3ccccc3c(C(=O)NCc3cccs3)c2C)cc1	1	2	-3	19	-3	-3	-3	3	-2
Cn1c(=O)c2cn(Cc3ccc(Cl)cc3)cc2n(C)c1=O	-1	-5	4	10	-2	-2	1	-3	-1
CN1CCN(c2cc(=O)n(C3CCCCC3)c(=O)[nH]2)CC1	-1	.	.	3	-5	5	0	8	-13
O=S(=O)(c1cccc2ccccc12)n1nnc2ccccc21	-1	-1	2	-4	-4	7	-6	2	-14
CCN(CC(=O)Nc1ccccc1Br)Cc1nc2ccccc2c(=O)[nH]1	-9	12	-9	4	-6	9	1	0	-2
CCOc1nc(Nc2ccc(OC)c(Cl)c2)nc(OCC)n1	4	3	-6	36*	1	-4	14	15	-42
C/C(=N/NC(=O)c1cc2ccccc2cc1O)C1C(=O)c2ccccc2C1=O	4	-7	7	3	-2	8	-11	15	4

smiles	FAK blocker	PTPN22 act	LYP inh 2	PostGolgi ctrl	S1P2 ag	EphB4 ephrin blk	PostGolgi yeast	HIV Rev-RRE inh	S1P2 antag
CCCCNC(=O)c1onc(CSc2cc(C)ccc2C)c1C(=O)O	-3	0	2	9	-6	-2	2	5	13
Cc1cc2oc(C(=O)N(Cc3ccco3)C3CCS(=O)(=O)C3)cc(=O)c2cc1Cl (stereo not drawn)	1	-10	9	-4	-6	7	-12	4	8
O=C(Nc1cccc(C(=O)N2CCOCC2)c1)c1cccnc1	1	-1	-3	9	0	-8	0	2	-8
CN(C)S(=O)(=O)c1c(Cl)cccc1Cl	-2	2	-3	2	-4	14	-13	13	5
Cc1cc(=O)n2c3c(cccc13)CCC2	6	-2	-1	16	-1	3	9	1	-11
CCCCc1nnc(NC(=O)CC(=O)Nc2ccccc2C(=O)O)s1	-2	8	-6	-1	-2	-1	-9	5	-8
CC(C)C1OC2c3cccc4cccc(c34)C2N1c1ccccc1 (stereo not drawn)	3	0	-3	.	-1	14	.	6	-3
Nc1nc(-c2ccc(Br)cc2)cc(C(F)(F)F)n1	0	-8	10	9	-2	4	1	-7	-31
O=C1NCCCc2c1no[n+]2[O-]	0	8	-9	8	0	7	5	11	7
O=C(O)c1oc2ccccc2c1CSc1ccccn1	-5	-4	2	-7	-5	-7	4	1	3

smiles	FAK blocker	PTPN22 act	LYP inh 2	PostGolgi ctrl	S1P2 ag	EphB4 ephrin blk	PostGolgi yeast	HIV Rev-RRE inh	S1P2 antag
Cn1c(N)c(C(=O)c2cc(-c3ccccn3)nc3ccccc23)c(=O)[nH]c1=O	3	9	-9	-12	0	-6	10	5	-14
CCOc1ccc(S(=O)(=O)Nc2ccc3c(c2)OCO3)c2cccnc12	-7	-6	5	2	-3	6	18	6	-1
Cn1c(SCc2ccc(C(=O)Nc3nccs3)cc2)nnc1-c1ccccc1	3	12	-11	0	0	-4	-8	10	-8
COc1cc(C(=O)N2CCN(C(=O)Cc3ccccc3)CC2)cc(OC)c1OC	-2	-8	6	2	-6	9	11	4	13
Cc1ccc(SCc2nc(-c3ccncc3)no2)cc1	-2	-1	-4	14	1	-2	7	3	-2
COc1ccc(-c2cn3c(C)c(C(=O)NCc4ccc5c(c4)OCO5)sc3n2)cc1	-1	-14	11	.	-8	-5	.	-1	-10
CN(C(=O)COC(=O)c1ccc2c(c1)NC(=O)CS2)C1CCS(=O)(=O)C1 (stereo not drawn)	-1	2	2	23	-5	-5	-16	4	6
CN(C)S(=O)(=O)c1ccc(N2CCCC2)c(C(=O)NCc2cccc(C(F)(F)F)c2)c1	-1	-4	2	1	-5	1	-1	5	-3
CC(=O)C1=C(N2CCCCC2)CCC1=O	-1	2	-2	32*	-1	1	-1	5	3
CN(C)Cc1cn(CCC(=O)O)c2ccccc12	-2	2	4	.	-2	0	.	6	16

smiles	FAK blocker	PTPN22 act	LYP inh 2	PostGolgi ctrl	S1P2 ag	EphB4 ephrin blk	PostGolgi yeast	HIV Rev-RRE inh	S1P2 antag
CCOC(=O)C(CO)(NC(C)=O)C(=O)OCC	-1	12	-14	-1	-8	3	7	3	12
CCOC(=O)c1cnn(-c2ccc(C(F)(F)F)cn2)c1N	3	-8	11	12	-3	3	4	11	6
CCC(C)[C@H](NC(=O)NCc1cccs1)C(=O)O (stereo partly drawn)	1	-1	0	0	-9	6	-1	6	15
O=C(Cn1cnc2ccccc2c1=O)N1CCN(Cc2ccccc2)CC1	0	-12	11	5	-1	3	-4	9	4
CN(C)Cc1c(O)ccc2c3c(c(=O)oc12)CCCCC3	-1	1	0	2	5	4	-5	8	-26
CCC(c1nnnn1CCOC)N1CCN(C(=O)c2ccco2)CC1 (stereo not drawn)	0	-3	2	2	-1	-4	2	11	-7
O=C(Nc1ccccc1C(=O)N1CCOCC1)C1CCC(=O)N1C1CCCC1 (stereo not drawn)	-2	-4	6	5	-2	-2	17	3	2
COc1ccccc1NC(=S)NNC(=O)c1nn(C)c(C)c1Cl	0	6	-5	4	0	0	-5	-1	-4
Cc1cc(-c2ccc(Cl)s2)n[nH]1	-2	0	-2	7	-3	-7	1	1	-8
CC1(C)CC(=O)N(CC(=O)NCc2ccc(F)cc2)c2ccccc2S1(=O)=O	2	14	-18	7	-8	0	-6	3	15
CC1(C)OC(=O)C(=CNc2ccccc2F)C(=O)O1	1	-3	0	2	-5	-2	-2	8	12
O=C(NCc1cccnc1)c1cccc(C(F)(F)F)c1	-1	-1	-2	-3	0	4	-8	1	-4
Cn1c(N2CCOCC2)nc2c1c(=O)n(Cc1ccc(Cl)cc1)c(=O)n2C	-2	1	-1	.	-6	-3	.	8	-26
